Source: PubChem BioAssay (National Center for Advancing Translational Sciences (NCATS))
IP6K1 inh = inhibitors of human IP6K1. Q92551. IP6K1 kinase, ADP-Glo luminescence, 2 h; active compounds read low. activity change, % (series mostly up to about 58 µM). 140,000 tested, 0.81% active; in the data active = activity change below about -25%
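ADP-Glo luminescence measures ADP made by human IP6K1 during a 2 h RT reaction with ATP/IP6 (mix at 1.3 mM/130 uM); top library doses 57.5 and 19.1 uM final.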
GPT2 inhibitor = blocks human glutamate pyruvate transaminase 2; Potency, µM (top dose mostly 57.7 µM), for inactives: at the highest dose activity change, negative = inhibition, usual class: inhibitors; Q8TD30; AID 1671188; 100,000 tested, 0.25% active; Recombinant GPT2, coupled pyruvate oxidase/HRP Amplex Red fluorescence; also: potency is read from the fitted curve at half-maximal effect; nearly all actives have a fitted effect of over 60% in size; many of its hits are not listed in these tables
Target sequence (Q8TD30 whole entry, looked up): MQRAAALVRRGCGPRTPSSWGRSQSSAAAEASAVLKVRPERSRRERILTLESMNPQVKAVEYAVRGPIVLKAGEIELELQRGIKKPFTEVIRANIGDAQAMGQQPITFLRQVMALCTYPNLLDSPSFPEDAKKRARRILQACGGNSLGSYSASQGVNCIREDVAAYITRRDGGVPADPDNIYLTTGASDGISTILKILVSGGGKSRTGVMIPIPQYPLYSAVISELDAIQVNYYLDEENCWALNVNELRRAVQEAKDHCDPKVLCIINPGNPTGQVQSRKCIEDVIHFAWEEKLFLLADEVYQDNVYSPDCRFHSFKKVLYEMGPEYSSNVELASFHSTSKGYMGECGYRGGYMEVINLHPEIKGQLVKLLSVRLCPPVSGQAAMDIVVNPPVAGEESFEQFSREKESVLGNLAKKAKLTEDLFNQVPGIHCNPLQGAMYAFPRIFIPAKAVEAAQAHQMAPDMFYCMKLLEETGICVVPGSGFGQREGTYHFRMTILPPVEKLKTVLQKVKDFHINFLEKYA
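Fluorescence read-out: pyruvate from GPT2 turnover coupled to pyruvate oxidase, HRP and Amplex Red (0.2mM ThPP, 0.2U/mL PO and HRP, 50uM Amplex final). Substrates 250uM a-KG, 2mM L-alanine; enzyme 10ng/uL; 30 min RT.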
3T3 cytotox = NIH 3T3 cell cytotoxicity; 94,000 tested, 4.3% active; Potency, µM (doses to about 96.7 µM), for inactives: at the highest dose activity change, negative = cytotoxicity, actives largely listed as inhibitors; NIH 3T3 viability, CellTiter-Glo ATP luminescence, 48-72 h; AID 1345082; also: potency is read from the fitted curve at half-maximal effect; nearly all actives have a fitted effect of over 55% in size
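First NIH 3T3 cells are plated at 400 cells/well; next compound is pinned in; then plates incubate 48 or 72 hr at 37 °C; finally CellTiter-Glo is added and luminescence read after 10 min.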
Luciferase inh = inhibitors of firefly (Photinus pyralis) luciferase. P08659. purified P. pyralis luciferase, luminescence, biochemical. Potency, µM (highest dose often 115 µM), inactives show top-dose activity change, negative = inhibition, usual class: inhibitors. 76,000 tested, 2.5% active. AID 1347043; also: potency is read from the fitted curve at half-maximal effect; nearly all actives have a fitted effect of over 65% in size
Target sequence (P08659 whole entry, looked up): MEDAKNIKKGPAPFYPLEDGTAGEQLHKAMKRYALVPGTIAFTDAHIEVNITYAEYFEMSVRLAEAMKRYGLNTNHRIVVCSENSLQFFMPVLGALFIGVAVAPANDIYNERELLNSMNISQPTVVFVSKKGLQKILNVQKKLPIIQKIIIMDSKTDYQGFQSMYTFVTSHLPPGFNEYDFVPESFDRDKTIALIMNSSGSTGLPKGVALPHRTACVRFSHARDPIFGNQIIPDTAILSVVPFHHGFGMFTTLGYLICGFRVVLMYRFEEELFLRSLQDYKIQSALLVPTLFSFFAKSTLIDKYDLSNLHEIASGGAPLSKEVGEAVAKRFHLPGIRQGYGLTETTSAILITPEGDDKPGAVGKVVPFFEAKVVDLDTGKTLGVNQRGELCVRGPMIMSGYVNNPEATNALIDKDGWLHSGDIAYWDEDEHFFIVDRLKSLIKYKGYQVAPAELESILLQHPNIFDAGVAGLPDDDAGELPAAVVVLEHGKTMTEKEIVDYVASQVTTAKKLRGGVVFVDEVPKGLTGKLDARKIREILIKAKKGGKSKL
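FLuc 10nM, D-luciferin 10uM, ATP 10uM, Mg acetate 10mM, Tris acetate pH 7.5, Tween/BSA; cpd qHTS; enzyme added last; CCD luminescence.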
HEK293 tox = kills HEK 293 cells | HEK 293 viability, ATP luminescence (CellTiter-Glo), 48-72 h | Potency, µM (titrated, usually from 115 µM), for inactives: top-dose activity change, negative = cytotoxicity, usual class: inhibitors | 94,000 tested, 6.6% active | AID 1345083; also: potency is read from the fitted curve at half-maximal effect; nearly all actives have a fitted effect of over 60% in size
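Read-out: CellTiter-Glo ATP luminescence. Cells: HEK 293, 250 cells/well. Exposure: 48 or 72 hr, 37 degree Celsius.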
HEK293 viab = cell viability loss counter-screen. 150,000 tested, 0.12% active. HEK-293-SNCA-luc viability, GF-AFC fluorescence, 24 h. Potency, µM (series often up to 57.1 µM), without a hit: at the top dose activity change, negative = cytotoxicity, usual class: cytotoxic;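 also: potency is read from the fitted curve at half-maximal effect; 0% = DMSO-treated cells and -100% = medium-only wells without cells; nearly all actives have a fitted effect of over 30% in size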
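HEK-293-SNCA-luc cells (1500/well) plated 24 h, then exposed 24 h to a dilution series; GF-AFC added 30 min at 37C, fluorescence 405/540 nm; normalised to medium-only and DMSO wells, Hill fit.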
SNCA expr inhib = SNCA gene expression inhibition; HEK-293 SNCA-luciferase knock-in, luminescence, 24 h; Potency, µM (top dose mostly 57.2 µM), without a hit: top-dose activity change, negative = inhibition, usual class: inhibitors; 140,000 tested, 0.17% active; AID 1671194;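 also: potency is read from the fitted curve at half-maximal effect; plate controls were DMSO cells for no effect and cell-free wells for full effect; nearly all actives have a fitted effect of over 45% in size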
Numbers without * were called inactive; i = inactive; ? = inconclusive; · = no result given; [ ] = another dose, or the depositor's remark. Unless noted, calls follow the shape of the dose curve; as a rule, active = well fitted curve in the direction sought with a large enough effect; inconclusive = small, poorly fitted or top-dose-only effect, or another doubt; inactive = no such curve, though single readings can be large; an effect the other way counts as inactive or inconclusive. Unless noted, % is scaled to controls: 0 for no effect and ±100 for the full control effect. The list is partial (hit frequency here may not be typical).

SMILES	IP6K1 inh	GPT2 inhibitor	3T3 cytotox	Luciferase inh	HEK293 tox	HEK293 viab	SNCA expr inhib
C=CCNC(=O)[C@@H]1Cc2cn(Cc3cc(C)on3)c3cccc(c23)[C@H](CC(C)C)N1	-15	0%[88.5 µM]	79µM*	-1%[172 µM]	71µM*	?	?
Cc1noc([C@H]2CCN(C(=O)C3CC3)C[C@H]2NC(=O)C2CC2)n1	33	i	-2%	-8%	24%	-5%	-4%
COc1cccc(CC(=O)N2CCCC3(C2)NC(=O)N(Cc2cc(C)ccc2C)C3=O)c1 (centres undefined)	-2	2%	-27%	-3%	-25%	-12%	-20%
COc1ccccc1C(=O)N1CC(Oc2ccc(F)cc2C)C1	3	2%[88.5 µM]	?	-17%[172 µM]	71µM*	-1%[87.6 µM]	54%[activator][87.6 µM]
O=C1NC(=NC2CCCCC2)C2(CCN(Cc3cccnc3)CC2)N1c1cc(F)cc(F)c1	-5	-8%	28µM*	·	i	-1%	20%
CCCc1noc(-c2cn(C3CCN(C(=O)c4cccc(N(C)C)c4)CC3)nn2)n1	8	i	-27%	-20%	-29%	-4%	18%
COc1ccc(OC)c(CN2CCc3ncc(C(=O)NCc4ccccc4)n3CC2)c1	-1	i	?	-1%[172 µM]	-24%[172 µM]	1%[87.6 µM]	3%[87.6 µM]
Cc1noc(C)c1-c1cc2c(cc(-c3ccccc3)n2C)c(-c2ccnn2C)n1	-45*	-6%[88.5 µM]	?	14%[172 µM]	35µM*	-17%[87.6 µM]	17%[87.6 µM]
CC(=O)c1ccc(NC(=O)c2cn(-c3ccccc3)nc2-c2ccc(Br)cc2)cc1	7	·	·	·	·	8%	8%
O=C(c1cc(-n2cccn2)ccc1Cl)N1CCn2nc(CO)cc2C1	1	-21%	-27%	7%	1%	0%	-4%
Cc1nn(C)c2c1c(-c1ccccc1)cc(=O)n2Cc1ccccc1F	30	·	·	·	·	12%	?
O=C(c1ccccc1Cl)N1CCn2c(nnc2-c2ccccc2)C1	4	i	-26%[138 µM]	-10%[172 µM]	-20%[172 µM]	-1%[87.6 µM]	17%[87.6 µM]
COc1cc(Cl)ccc1C(=O)N1C[C@@H](CO)[C@H](c2ccncc2)C1	-7	i	-18%	-4%	-28%	13%	3%
C=CCNC(=O)N1CC[C@@H](CC(=O)O)[C@@H](CC2=NCCc3cc(OC)ccc32)C1	11	3%[88.5 µM]	i	-4%[172 µM]	i	2%[87.6 µM]	6%[87.6 µM]
Cc1cc(C)c2sc(N3CCN(C(=O)C4CC4)CC3)nc2c1	18	·	·	·	·	-12%	57%[activator]
CCOC(=O)c1scc(-c2ccccc2)c1S(=O)(=O)Nc1cc(OC)cc(OC)c1	-4	·	·	·	·	-10%	?
CC(C)(C)NC(=O)[C@H]1CC[C@H]2[C@@H]3CC[C@H]4NC(=O)C=C[C@]4(C)[C@H]3CC[C@]12C	-9	0%	·	·	·	2%	-3%
COCC(=O)NC1CCC12CCN(S(=O)(=O)c1cccc3cccnc13)CC2 (centres undefined)	8	?	-17%	-1%	-18%	-4%	-2%
O=C(NCc1cccs1)C1CCN(Cc2ccccc2-c2ccccc2F)CC1	14	·	?	·	?	·	·
CCNC(=O)CCc1c(C)nn(-c2cccc(C)c2)c1Oc1ccccc1	1	-1%	?	3%	?	-6%	-7%
COCc1ccc2c(c1)c(OC(C)(C)C(=O)Nc1ccccc1)nn2Cc1cccnc1	-5	?	?	-9%[172 µM]	?	-6%[87.6 µM]	-5%[87.6 µM]
CCc1ccc2oc(-c3ccc(C)c(NC(=O)c4cc([N+](=O)[O-])ccc4N4CCOCC4)c3)nc2c1	-5	·	·	·	·	-9%	67%[activator]
COCCCN1Cc2cc(NC(=O)Cc3ccc(OC)cc3)ccc2OC(C)C1=O (centres undefined)	16	i	-20%	?	-24%	-2%	-2%
COc1ccc2ncc3c(-c4ccccc4)nn(-c4ccc(C)c(C)c4)c3c2c1	4	·	·	·	·	3%	22%
COc1cccc(NC(=O)N[C@H]2C[C@@H](c3nc(-c4ccc(OC(F)(F)F)cc4)no3)N(C)C2)c1	17	i	?	-16%	?	-25%	10%

Whole records as entered above. Order of screens: IP6K1 inh	GPT2 inhibitor	3T3 cytotox	Luciferase inh	HEK293 tox	HEK293 viab	SNCA expr inhib
Shown for O=C1NC(=NC2CCCCC2)C2(CCN(Cc3cccnc3)CC2)N1c1cc(F)cc(F)c1 : -5	-8%	28µM*	·	i	-1%	20%
Shown for CCc1ccc2oc(-c3ccc(C)c(NC(=O)c4cc([N+](=O)[O-])ccc4N4CCOCC4)c3)nc2c1 : -5	·	·	·	·	-9%	67%[activator]
Shown for COc1cccc(NC(=O)N[C@H]2C[C@@H](c3nc(-c4ccc(OC(F)(F)F)cc4)no3)N(C)C2)c1 : 17	i	?	-16%	?	-25%	10%

Going on with the list:
SMILES	IP6K1 inh	GPT2 inhibitor	3T3 cytotox	Luciferase inh	HEK293 tox	HEK293 viab	SNCA expr inhib
O=C(c1ccccn1)N1CCC(N2C(=O)C(OCC3CC3)C23CCOCC3)CC1 (centres undefined)	4	2%	3%	-6%	0%	3%	-16%
CCOc1ccc(N2CC(NC(=O)c3ccc(S(=O)(=O)N4CCCC4)cc3)CC2=O)cc1 (centres undefined)	5	·	·	·	·	2%	-20%
COC[C@@H]1[C@H](NC(=O)C2(Cn3ccnc3)CC2)[C@@H]2CCO[C@H]12	0	i	i	-7%	0%	0%	4%
Cc1ccccc1C(=O)N1CC(CN2C(=O)c3c(c(C)nn3-c3ccccc3)C2C)C1 (centres undefined)	25	·	?	·	?	·	·
O=C1CC[C@]2(C(=O)NCc3ccccn3)CCCC[C@H]2N1CCc1ccccc1	-2	i	-18%	4%	-13%	-18%	-14%
Cc1ccccc1N1Cc2c(ncnc2N2CCN(c3ncccn3)CC2)N(C)CC1=O	-2	-4%	-13%	4%	-1%	8%	-11%
CC1=C(C(=O)NCc2ccccc2C)C2(CCCCC2)OC1=O	23	·	·	·	·	0%	37%[activator]
O=C(c1ccco1)N1CCC(N2C(=O)[C@H]3CN(Cc4ccccc4)C[C@H]3C2=O)CC1	17	-26%	-24%	·	-27%	16%	9%
COc1ccc(CCC(=O)N2CCCN(C(=O)C3CC3)C(c3ccccc3)CC(=O)NCC2)cc1 (centres undefined)	25	i	-22%	-3%	5%	2%	-7%
CC(C)C[C@H](NC(=O)[C@@H](O)[C@H](N)Cc1ccccc1)C(=O)O	·	4%	·	·	·	?	?
CCOc1ccccc1C1C(C(N)=O)=C(C)Nc2nc(-c3ccccc3Cl)nn21 (centres undefined)	0	·	·	·	·	-10%	-5%
CC1=C[C@@H](CNC(=O)N2CCOCC2)[C@H](C(C)C)C[C@H]1Cc1nc2ccccc2n1C	8	0%[88.5 µM]	63µM*	0%[172 µM]	63µM*	?	?
COc1ccc2c3c1CN(Cc1ccccc1)CC3=CC(C)(C)CO2	-10	·	?	·	?	·	·
CCOc1ccc(CNCc2c(C(=O)O)c(C)n(Cc3ccc(F)cc3Cl)c2C)cc1	-10	·	·	·	·	9%	-4%
O=C1CN(C(=O)OCc2ccccc2)CC(O)CN1CCc1ccccc1 (centres undefined)	25	·	?	·	-17%	·	·
O=C(CC1CCCN(c2cnn(CC3CC3)c(=O)c2)C1)NCc1ccccc1Cl (centres undefined)	17	0%	?	-5%	?	-4%	4%
COC(=O)c1ccc(CSc2nc3c([nH]c4ccccc43)c(=O)n2-c2cccc(Cl)c2)o1	-8	·	·	·	·	11%	1%
Cc1nn(C)c(C)c1S(=O)(=O)N(CC(=O)Nc1ccc(F)cc1F)c1ccc(C(C)C)cc1	6	·	·	·	·	-7%	-8%
Cc1ccc(NC(=O)N2CCC(CCNC(=O)CCC3CCCC3)CC2)cc1	-3	-3%	i	-26%	12%	6%	7%
Cn1c(=O)c(=O)n(C)c2cc(S(=O)(=O)N3CCCC3C(=O)Nc3ccccc3F)ccc21 (centres undefined)	21	·	·	·	·	10%	-1%
COCC(=O)Nc1cc(C(=O)N2CCN(C(C)=O)CC2)c2c(c1)ncn2Cc1ccc(F)cc1	6	i	i	14%	7%	-2%	17%
Cc1ccc(C)c(NC(=O)c2nc(S(C)(=O)=O)ncc2N(Cc2ccc(C(C)(C)C)cc2)Cc2ccco2)c1	7	·	·	·	·	15%	-15%
O=C1CCN(C(=O)c2cccnc2)CCCC(C(=O)N2CCN(Cc3ccccc3F)CC2)CCN1 (centres undefined)	-7	i	i	6%	i	1%	10%
COc1ccccc1CNC(=O)CN1C(=O)c2cccnc2Oc2ccccc21	-6	·	·	·	·	-4%	74%[activator]
COc1ccc(NC(=O)N2CCCC(Cn3cnc4cccnc43)C2)cc1Cl (centres undefined)	-11	i	-12%	6%	?	-2%	35%
CNC(=O)[C@@H]1CN(C(=O)CCc2ccc(OC)c(OC)c2)C[C@H]1CO	0	?	?	-8%	-30%	-30%	-24%
CCOc1ccccc1NC(=O)N1CCC(Oc2ccccc2-c2nc(C)no2)C1 (centres undefined)	-15	3%	-17%	1%	2%	-9%	4%
CCC(=O)Nc1ccc2nc(SCCOc3ccc(C)cc3OC)sc2c1	-14	·	·	·	·	14%	13%
COc1cccc(CNC(=O)CN2C(=O)COc3ccc(S(=O)(=O)N4CCCCCC4)cc32)c1	16	·	·	·	·	?	-22%
Cc1n[nH]c(C)c1CCc1nc2c3ccccc3nc(SCC(=O)Nc3ccc(F)cc3)n2n1	-5	·	·	·	·	?	-29%
CC(C)CNC(=O)C1c2ccccc2C(=O)N(Cc2ccccc2)C12CCCC2 (centres undefined)	5	?	?	0%	?	-12%	4%
Cc1ccccc1C(=O)n1nc(-c2cccnc2)nc1NCc1ccccc1	20	·	·	·	·	1%	-3%
O=C(C1CC=CC1)N1CCC2(CC1)NCCc1c2[nH]c2ccccc12	9	0%	-22%	0%	40µM*	-15%[12.5 µM]	?
Cc1occc1C(=O)N1C[C@@H](CO)[C@H](c2nc(C3CC3)no2)C1	-12	i	4%	5%	-6%	3%	10%
CN1CCN(Cc2ccc(-c3cnc4c(OCc5ccccc5)nccn34)cc2)CC1	-1	-7%[88.5 µM]	?	32µM*	?	-14%[87.6 µM]	26%[87.6 µM]
Cc1noc(-c2cccc(OC3CN(C(=O)NC4CCCC4)C3)c2)n1	-11	i	?	6%	79µM*	-1%	-20%
CC(C)Sc1ncc(Cl)c(C(=O)N(Cc2ccc(F)cc2)C2CCS(=O)(=O)C2)n1 (centres undefined)	-7	·	·	·	·	13%	15%
O=C(N[C@H]1CCOC[C@H]1C1CCOCC1)c1ccccc1-c1ncc[nH]1	3	4%	-16%	-7%	-24%	1%	-2%
CCOC(=O)c1cnc2c(Cl)cccc2c1NCCN1CCOCC1	18	·	·	·	·	-3%	13%
